Source: PubChem BioAssay
CHRM4 antagonist = human M4 muscarinic receptor antagonists, primary screen, CHO cells, Fluo-8 calcium fluorescence | Muscarinic acetylcholine receptor M4 (Homo sapiens), P08173 | CHO-hM4 cells, ACh EC80 | inhibition, % at 3 µM | 360,000 tested, 0.73% active | AID 624125, 2012;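 active = inhibition above its plate's cutoff, the mean inhibition of sample wells plus 3 SD, cut at about 27% in these data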;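 also: 0% = acetylcholine EC80 with DMSO and 100% = DMSO without agonist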
M5 PAM = human M5 muscarinic receptor positive allosteric modulators, primary screen, CHO-K1 cells, Fluo-8 calcium fluorescence. activation, % at 3 µM. CHO-K1 hM5, ACh EC20 PAM; 0% = ACh EC20, 100% = ACh EC100. 360,000 tested, 0.3% active. Muscarinic acetylcholine receptor M5 (Homo sapiens), P08912;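 active = activation above the run cutoff, the mean activation of all test compounds plus 3 SD, cut at about 18% in these data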
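Test system: CHO-K1 hM5 cells / Doses: single-point, 3 µM nominal / Times: Post-acetylcholine fluorescence recording 140 s / Technique: Fluo-8 calcium fluorescence / Measure: Max/basal fluorescence ratio as % of EC20–EC100 ACh window / Benchmarks: low control EC20 acetylcholine (0%), high control EC100 acetylcholine (100%) / Replicates: one well per compound, no replicates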
CHRM5 antagonist = human M5 muscarinic receptor antagonists, primary screen, CHO cells, Fluo-8 calcium fluorescence; AID 624040, 2012; Muscarinic acetylcholine receptor M5 (Homo sapiens), P08912; CHO-hM5 cells, ACh EC80; 360,000 tested, 0.59% active; inhibition, % at 3 µM;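 active = inhibition above a per-plate cutoff, the mean of that plate's test compounds plus 3 SD, cut at about 27% in these data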;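 also: 0% = acetylcholine EC80 with DMSO and 100% = DMSO without agonist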
IDE cell inh = human IDE inhibitors in live cells, primary screen, fluorescence polarization, HEK cells, FAbetaB substrate. Insulin-degrading enzyme (Homo sapiens), P14735. FAbetaB cleavage. inhibition, % at 5.59 µM. 320,000 tested, 0.41% active;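 active = percent inhibition above the average of all tested compounds plus 3 SD, set per screening campaign, cut at about 16% in these data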;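 also: IDE supplied by intact live HEK cells; FP after avidin binding of uncleaved biotin substrate so inhibition keeps polarization high; 0% = DMSO wells and 100% = 60 µM reference IDE inhibitor Ii1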
Target sequence (P14735 whole entry, looked up): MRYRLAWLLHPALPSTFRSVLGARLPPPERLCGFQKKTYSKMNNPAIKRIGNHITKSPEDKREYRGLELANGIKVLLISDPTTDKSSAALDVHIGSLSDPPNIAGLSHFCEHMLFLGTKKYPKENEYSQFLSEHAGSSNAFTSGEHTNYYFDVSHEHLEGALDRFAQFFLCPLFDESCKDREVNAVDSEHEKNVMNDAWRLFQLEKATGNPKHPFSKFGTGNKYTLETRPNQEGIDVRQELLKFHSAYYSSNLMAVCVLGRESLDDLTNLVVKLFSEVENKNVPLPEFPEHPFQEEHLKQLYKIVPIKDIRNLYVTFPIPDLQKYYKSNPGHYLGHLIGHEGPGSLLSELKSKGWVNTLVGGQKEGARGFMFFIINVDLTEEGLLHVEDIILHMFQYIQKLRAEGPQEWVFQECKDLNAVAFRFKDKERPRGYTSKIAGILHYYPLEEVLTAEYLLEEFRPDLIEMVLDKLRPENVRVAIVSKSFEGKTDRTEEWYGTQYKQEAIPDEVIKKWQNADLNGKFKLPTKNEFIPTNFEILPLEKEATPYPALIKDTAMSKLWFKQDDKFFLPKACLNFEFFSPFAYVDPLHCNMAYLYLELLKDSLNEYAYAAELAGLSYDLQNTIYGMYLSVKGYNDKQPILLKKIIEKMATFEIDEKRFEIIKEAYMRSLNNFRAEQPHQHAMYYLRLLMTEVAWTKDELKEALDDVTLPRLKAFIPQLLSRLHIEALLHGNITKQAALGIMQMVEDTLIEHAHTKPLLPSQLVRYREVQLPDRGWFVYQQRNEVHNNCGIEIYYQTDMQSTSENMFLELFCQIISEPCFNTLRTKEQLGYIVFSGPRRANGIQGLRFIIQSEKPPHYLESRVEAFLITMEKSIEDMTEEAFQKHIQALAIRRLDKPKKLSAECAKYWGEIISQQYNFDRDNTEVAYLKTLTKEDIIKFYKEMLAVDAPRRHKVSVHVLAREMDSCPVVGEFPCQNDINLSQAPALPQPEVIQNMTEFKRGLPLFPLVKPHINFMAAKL
M4 PAM = human M4 muscarinic receptor positive allosteric modulators, primary screen, CHO-K1 cells, Fluo-8 calcium fluorescence; 360,000 tested, 0.4% active; CHO-K1 hM4/Gqi5, ACh EC20; 0% = ACh EC20, 100% = maximal ACh; Muscarinic acetylcholine receptor M4 (Homo sapiens), P08173; activation, % at 3 µM;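 active = activation above its plate's cutoff, the mean activation of sample wells plus 3 SD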; also: some results filed as inactive read as strong as hits
M4 ag = human M4 muscarinic receptor agonists, primary screen, CHO-K1 cells, Fluo-8 calcium fluorescence; Muscarinic acetylcholine receptor M4 (Homo sapiens), P08173; CHO-K1 hM4/Gqi5; vehicle 0%, full acetylcholine response 100%; activation, % at 3 µM; 360,000 tested, 0.14% active; AID 624127, 2012;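 active = activation above the run mean over all test wells plus 3 SD, cut at about 32% in these data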;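 also: peak over basal fluorescence ratio per well then scaled between controls; 0% = DMSO wells and 100% = acetylcholine at EC100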
CRFBP-R2 block = antagonists of CRF-BP/CRF-R2 complex, primary screen, cell-based, HEK293, calcium dye fluorescence, uHTS | AID 588475, 2011 | inhibition, % at 11.8 µM | 350,000 tested, 0.59% active | CRF-induced calcium fluorescence;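 active = inhibition of the ligand-induced calcium signal above about 50% at the single tested concentration, limit read from the data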
CRFR2-BP ag = agonists of CRF-BP/CRF-R2 complex, primary screen, cell-based, HEK293, calcium dye fluorescence, uHTS; CRF-binding protein / CRF receptor 2 complex (human); AID 588473, 2011; 350,000 tested, 0.46% active; activation, % at 13.2 µM; calcium dye fluorescence (FLIPR); percent of saturating CRF peptide response;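 active = activation of at least 50%, plus an integration ratio under a set limit after plate pattern correction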;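 also: plate controls were neutral control wells without compound for no effect and CRF at EC100 for full effect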
M5 ag = human M5 muscarinic receptor agonists, primary screen, CHO-K1 cells, Fluo-8 calcium fluorescence; Muscarinic acetylcholine receptor M5 (Homo sapiens), P08912; 360,000 tested, 0.19% active; activation, % at 3 µM; CHO-K1 hM5 cells; 0% DMSO wells, 100% maximal acetylcholine response;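 active = activation above the run's mean over test compounds plus 3 SD, cut at about 23% in these data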;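 also: signal is peak over basal fluorescence ratio across the kinetic read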
Starred values were filed as active, the others as inactive; x = not tested or not shown.

CRFR2-BP ag,CHRM4 antagonist,M5 ag,M4 PAM,M4 ag,CHRM5 antagonist,IDE cell inh,mol,CRFBP-R2 block,M5 PAM
0.8,4,-1,3,0,0,2,Cn1c(CN2CCOCC2)nnc1SCc1ccccc1,8,-2
0.7,1,0,9,1,11,4,COC(=O)c1c(NC(=O)CN(C)CC(=O)Nc2ccc(C)cc2)sc2c1CCC(C)C2 (stereo unspecified),-6,0
-1.7,-11,-8,6,0,-6,-1,Cc1c(NC(=O)COC(=O)Cc2ccc(Cl)cc2)c(=O)n(-c2ccccc2)n1C,7,-5
0.6,-1,-2,5,0,10,6,CCOc1ccc(C(=O)N[C@H](C(=O)Nc2ccc(S(=O)(=O)Nc3nccs3)cc2)C(C)C)cc1,5,3
0.9,-10,-3,18,0,-13,11,CCCc1cc(=O)[nH]c2nnc(SCC(=O)Nc3ccc(C(C)=O)cc3)n12,18,7
x,-8,1,2,5,2,x,CC(=O)Nc1cccc(NC(=O)c2cccc(Cl)c2)c1,x,-3
-1.3,-16,-2,14,1,15,-3,CCN(C[C@H]1N[C@@](C)(C(=O)OC)[C@H]2C(=O)N(C)C(=O)[C@@H]12)S(=O)(=O)c1ccc(OC)cc1,-11,-8
0.8,1,-1,10,0,3,-1,CC(=NNC(=O)c1ccc(NS(=O)(=O)c2cccs2)cc1)c1ccc(OCC(N)=O)cc1,-1,6
-1.5,-14,-4,11,1,-7,-2,CSc1nc2c(cnn2-c2ccccc2)c(=O)n1N,8,1
11,-2,1,-1,0,3,-2,CCSc1nnc(NC(=O)c2cccnc2)s1,0,-10
-0.7,-11,-3,3,6,-6,-1,COc1ccccc1C(=O)Nc1ccnn1C1CCN(C(=O)c2ccoc2C)CC1,-8,7
-2.3,4,-1,-6,6,24,2,Cc1ccc(NS(=O)(=O)c2cc([N+](=O)[O-])ccc2NNC(=S)Nc2cccc(Cl)c2)c(C)c1,24,-13
-0.8,-3,-2,12,6,11,2,O=C(Nc1ccccc1Cl)c1ccc(S(=O)(=O)NCC2CCCO2)cc1 (stereo unspecified),3,-3
0.3,0,-5,-3,0,14,4,Cc1nn(C)cc1CN(C)Cc1ccc(OCC(O)CN2CCCCC2)cc1 (stereo unspecified),5,-4
-0.3,9,-2,-8,0,6,-5,CCOC(=O)c1sc(NC(=O)/C=C/c2ccccc2)nc1C,-2,-4
0.0,7,-4,-5,1,10,2,COc1ccccc1C(=O)NNC(=O)C(=O)Nc1ccc(C)cc1,4,-3
0.8,4,2,-2,1,8,0,COc1ccc(COc2cc(-c3cccc(OC)c3)nc3ccc(NC(=O)C(C)C)cc23)cc1,-7,-16
88*,-10,-1,-8,1,-4,3,CC(=O)Nc1ccccc1Sc1ccc2c3c(cccc13)C(=O)N(c1ccc(C)cc1)C2=O,-116,-2
-0.2,-2,-3,4,1,-3,-1,O=C(NCc1n[nH]c(=S)n1Cc1ccccc1)c1ccc(Cl)cc1Cl,-9,-2
-1.3,3,4,9,0,-9,1,COCCNC(=O)c1onc(CSc2cccc(Cl)c2)c1C(=O)O,-1,16
0.2,-7,-1,4,2,-1,-1,CCN(CC)C(=O)CSC1=Nc2ccccc2C2=NC(Cc3c[nH]c4ccccc34)C(=O)N12 (stereo unspecified),2,-3
-0.9,-2,-3,-1,1,-8,-6,CCOC(=O)Cc1nnc(NC(=O)c2cccc(OCC)c2)s1,-24,1
3.4,4,1,5,0,-2,4,COc1ccccc1C1C(C#N)=C(N)Oc2cc(C)n(Cc3ccccn3)c(=O)c21 (stereo unspecified),-10,4
-0.9,-13,-2,5,2,3,-1,COc1cccc(CNC(=O)N2CCN(c3ccccc3)CC2)c1,8,0
-0.2,2,2,-2,3,10,1,O=C(COC(=O)CNC(=O)c1ccc(Cl)cc1Cl)NC(=O)NC1CCCCC1,-1,3
0.5,4,0,-3,2,-2,4,COc1ccccc1NC(=O)CN(Cc1ccco1)C(=O)c1cccs1,3,-1
-0.1,-21,2,9,0,-7,x,O=S(=O)(CCN1CCCCC1)CCS(=O)(=O)CCN1CCCCC1,8,7
0.1,-2,0,0,1,-13,1,CNC(=O)CSc1nnc(NC(=O)C2CC(=O)N(c3ccccc3OC)C2)s1 (stereo unspecified),3,3
-5.1,-3,1,9,0,2,-3,Cc1ccc(-n2nnc3c(=O)n(Cc4ccccc4C)cnc32)cc1,-16,3
-1.4,3,0,17,0,10,0,COc1ccc2cc(C=NS(=O)(=O)c3ccc(C)cc3)n(C)c2c1,3,0
-1.4,2,-7,3,0,3,11,CCOCc1nnc(NC(=O)c2ccco2)s1,11,4
-0.1,2,-2,4,0,0,1,COc1ccc(OCc2nc3c4c(ncn3n2)-c2ccccc2CC42CCCC2)cc1,-5,4
-4.5,9,-6,-5,0,6,-2,CCC(O)(CC)C(=O)N(Nc1ccc(C)cc1)c1ccc(C)cc1,-2,-2
-1.5,4,-4,-4,1,9,-5,Cc1cc(-c2ccc(C)c(S(=O)(=O)Nc3cccc(CN4CCCC4)c3)c2)on1,0,1
-0.7,-17,5,3,7,14,-3,O=C(CN(Cc1ccccc1)C(=O)c1csnn1)NCc1ccc2c(c1)OCO2,4,28*
-0.5,-2,2,-1,-1,7,-1,COc1ccc(/C=N/N=C2/NC(=O)C(CC(=O)O)S2)cc1OS(=O)(=O)c1ccccc1 (stereo unspecified),10,-4
0.0,-1,-7,-1,0,-2,1,Cc1cc(C)c(NC(=O)C2CCCN2C)c(C)c1 (stereo unspecified),8,-4
-1.9,7,2,3,4,8,6,COc1ccc(N2CCN(C(=O)c3ccc(C)cc3)CC2)c([N+](=O)[O-])c1,-18,-8
2.5,10,-3,4,1,-5,3,O=C(CC1(C(=O)O)CCCC1)N1CCOCC1,7,5
2.2,-1,2,-2,2,3,0,O=C(CN1CCN(c2ccccn2)CC1)N1CCc2ccccc21,-3,-5
-0.1,13,-2,-17,5,3,5,O=C(Nc1ccc(-c2nc3ccccc3o2)cc1)c1cc(-n2cnnc2)ccc1Cl,1,-2
1.3,1,2,6,3,3,8,CC(=O)N(C)c1nc(-c2ccc(Cl)cc2)cs1,-33,-5
-0.1,1,-2,2,1,7,-1,Cc1c(N=Cc2cc3c(cc2[N+](=O)[O-])OCO3)cccc1[N+](=O)[O-],2,6
1.1,15,-2,-5,7,11,-16,COc1ccccc1NC(=O)/C(=C\c1cccnc1)NC(=O)c1ccc(C)cc1,4,-7
-1.4,2,2,3,-1,12,8,CCC1=C(OC(=O)N(CC)CC)N2C(=O)OC(=NCC(=O)OC)[C@]2(C)[C@H]2C1=CC[C@H]1C(=O)N(C)C(=O)[C@H]12,-2,2
-1.1,-1,1,6,2,0,2,NNC(=O)CNc1ccccc1Cl,6,4
5.2,3,2,7,-1,3,0,CCOC(=O)C1=C(C)NC(=O)NC1c1cccc(OC)c1OCc1ccccc1Cl (stereo unspecified),-27,-2
0.1,-7,0,4,1,4,-3,COc1cc(OC)cc(C(=O)NNC(=O)CNC(=O)c2cccs2)c1,5,-1
4.4,8,-3,-6,0,15,x,CC(=O)Nc1ccc(N=Cc2c(O)c3ccccc3oc2=O)cc1,-3,-4
-1.1,-6,-3,-1,1,-3,-3,O=C(c1ccccc1)N1CCSC1=S,28,-4

The listing continues:
CRFR2-BP ag,CHRM4 antagonist,M5 ag,M4 PAM,M4 ag,CHRM5 antagonist,IDE cell inh,mol,CRFBP-R2 block,M5 PAM
-3.4,4,-6,-17,-1,3,2,O=C(CSc1nnc(CNc2ccc(F)cc2)o1)N1c2ccccc2Sc2ccccc21,3,-5
1.6,-4,-1,-2,1,-4,1,Cc1ccc(C)c(Nc2nc3ccccc3n3cnnc23)c1,-19,0
1.6,2,-1,-8,5,11,5,CSCCC(NC(=O)c1cccc(C)c1)C(=O)Nc1sccc1C(N)=O (stereo unspecified),-7,-1
-5.3,-12,-4,22,1,-4,2,N/C(=N\OC(=O)COc1ccc(Br)cc1)c1ccncc1,59*,-1
-1.8,3,0,16,1,-4,-3,Cn1c(SCC(=O)C(C)(C)C)nnc1-c1ccncc1,-9,2
0.4,10,-2,-11,0,8,-1,O=C(CN1C(=O)CCC1=O)NNc1ccc2ccccc2c1,-3,0
-1.5,6,-1,-4,-1,-4,-1,CCOc1cc(/C=C2/NC(=O)N(CC(=O)Nc3cccc(C)c3)C2=O)ccc1OC,13,5
0.6,5,-2,-4,0,-1,-3,COc1ccc(/C=N/NC(=O)C[n+]2ccccc2)c(OC)c1OC,1,2
0.1,-5,0,-3,2,2,-4,COc1cc(S(=O)(=O)NC2CCCC2)ccc1-n1cnnn1,4,3
2.9,2,-13,1,1,3,7,O=C1c2ccccc2NC(c2ccc(F)cc2)N1Cc1ccco1 (stereo unspecified),-19,-15
1.2,1,1,0,1,-5,1,Oc1c(C=C2N=c3ccccc3=N2)sc(=S)n1C1CCCC1,-4,5
-0.3,3,1,-10,16,23,-2,Cc1ncc(CO)c2c1Oc1nc(-c3ccccc3)nc(SCC(=O)N3CCCCC3)c1C2,-3,-13
0.8,2,1,3,0,3,-2,CCOC(=O)NC(=O)CSc1nc(C)cc(C)c1C#N,10,-2
0.1,-14,-3,-2,0,1,x,CC1=CC(C)(C(Cl)(Cl)Cl)C(C)=CC1=NO (stereo unspecified),57*,-2
-0.1,-9,2,1,2,-7,2,Cc1ccc(S(=O)(=O)Nc2ccc(C(=O)NCc3ccncc3)cc2)cc1,-3,-2
0.9,6,-3,-5,1,5,4,O=C(NCCc1ccccc1)c1ccc2nc3cc(Cl)ccc3c(=O)n2c1,-5,-2
38,-3,2,10,-1,1,-4,CCOc1ccc(C2CC(c3c(O)c4ccccc4oc3=O)=NN2c2ccccc2)cc1OC (stereo unspecified),-27,3
1.2,-3,-6,-1,9,12,5,CCOc1ccc(S(=O)(=O)/N=C(/Nc2ccc(C)c(S(=O)(=O)N3CCOCC3)c2)c2ccccc2)cc1,41,-15
3.0,-8,4,0,3,9,x,COc1ccc(S(=O)(=O)N2CCN(Cc3cc4c(cc3Br)OCCO4)CC2)cc1,-10,-16
-0.7,0,-2,11,0,-5,-3,CCOc1ccc2nc(N/C(N)=N/C(=S)Nc3cccc(C)c3)nc(C)c2c1,-2,2

Some of the entries above, set out differently.
| mol | CRFR2-BP ag | CHRM4 antagonist | M5 ag | M4 PAM | M4 ag | CHRM5 antagonist | IDE cell inh | CRFBP-R2 block | M5 PAM |
| --- | --- | --- | --- | --- | --- | --- | --- | --- | --- |
| CCOc1cc(/C=C2/NC(=O)N(CC(=O)Nc3cccc(C)c3)C2=O)ccc1OC | -1.5 | 6 | -1 | -4 | -1 | -4 | -1 | 13 | 5 |
| COc1ccc(/C=N/NC(=O)C[n+]2ccccc2)c(OC)c1OC | 0.6 | 5 | -2 | -4 | 0 | -1 | -3 | 1 | 2 |
